High-throughput results deposited in PubChem BioAssay by several laboratories.
M5 PAM: potentiates acetylcholine response at human M5 receptor | P08912 | CHO-K1 hM5, Fluo-8 calcium, ACh EC20 PAM; 0% = ACh EC20, 100% = ACh EC100 | activation, % at 3 µM | hit rate 0.3% among 360,000 | AID 624038;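 active = activation above the run cutoff, the mean activation of all test compounds plus 3 SD, cut at about 18% in these data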
Target sequence (P08912 whole entry, looked up): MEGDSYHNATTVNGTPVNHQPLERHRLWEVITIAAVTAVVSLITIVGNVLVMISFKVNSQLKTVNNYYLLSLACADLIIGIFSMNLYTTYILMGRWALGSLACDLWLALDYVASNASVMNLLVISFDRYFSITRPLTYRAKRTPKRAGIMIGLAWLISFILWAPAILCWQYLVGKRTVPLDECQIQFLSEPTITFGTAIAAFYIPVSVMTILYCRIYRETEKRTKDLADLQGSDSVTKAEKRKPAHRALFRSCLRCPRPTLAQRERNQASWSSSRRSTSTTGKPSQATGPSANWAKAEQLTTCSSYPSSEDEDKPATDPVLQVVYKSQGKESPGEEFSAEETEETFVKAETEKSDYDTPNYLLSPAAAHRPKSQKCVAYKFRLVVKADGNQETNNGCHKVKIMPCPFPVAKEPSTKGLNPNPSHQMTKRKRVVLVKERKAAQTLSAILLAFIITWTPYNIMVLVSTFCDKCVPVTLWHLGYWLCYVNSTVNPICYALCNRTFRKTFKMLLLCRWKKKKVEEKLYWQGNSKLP
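system = human M5 receptor in CHO-K1 cells | reagent = EC20 acetylcholine as agonist stimulus | compound dosing = single-point, 3 µM nominal | incubation = Fluo-8 loading 80 min at 37 °C plus 30 min room temperature | detection = Fluo-8 calcium dye fluorescence, kinetic read | benchmarks = low control EC20 acetylcholine (0%), high control EC100 acetylcholine (100%)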
CHRM5 antagonist: antagonists of human muscarinic M5 receptor (CHRM5). CHO-hM5 cells, Fluo-8 calcium fluorescence, ACh EC80. hit rate 0.59% among 360,000. inhibition, % at 3 µM. AID 624040;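 active = inhibition above a per-plate cutoff, the mean of that plate's test compounds plus 3 SD, cut at about 27% in these data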;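 also: 0% = acetylcholine EC80 with DMSO and 100% = DMSO without agonist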
CHRM4 antagonist: blocks acetylcholine activation of human M4 receptor; P08173; CHO-hM4 cells, ACh EC80, Fluo-8 calcium fluorescence; inhibition, % at 3 µM; hit rate 0.73% among 360,000;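 active = inhibition above its plate's cutoff, the mean inhibition of sample wells plus 3 SD, cut at about 27% in these data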;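 also: 0% = acetylcholine EC80 with DMSO and 100% = DMSO without agonist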
Target sequence (P08173 whole entry, looked up): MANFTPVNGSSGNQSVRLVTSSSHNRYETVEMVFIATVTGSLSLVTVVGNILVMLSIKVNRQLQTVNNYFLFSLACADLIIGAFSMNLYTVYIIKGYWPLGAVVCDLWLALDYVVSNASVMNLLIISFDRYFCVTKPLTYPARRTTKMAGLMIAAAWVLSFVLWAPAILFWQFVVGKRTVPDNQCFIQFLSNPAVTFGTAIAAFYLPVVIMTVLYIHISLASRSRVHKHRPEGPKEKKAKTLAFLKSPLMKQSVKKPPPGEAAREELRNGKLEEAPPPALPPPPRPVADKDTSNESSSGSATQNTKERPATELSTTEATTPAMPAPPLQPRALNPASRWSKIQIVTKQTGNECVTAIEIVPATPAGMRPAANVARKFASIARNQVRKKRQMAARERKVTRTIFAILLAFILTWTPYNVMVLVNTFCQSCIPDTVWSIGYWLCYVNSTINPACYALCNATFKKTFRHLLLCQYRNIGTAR
CRFR2-BP ag: agonists of human CRF-binding protein/CRF-R2 receptor complex; HEK293 CRF-R2/CRF-BP, calcium dye fluorescence (FLIPR); percent of saturating CRF peptide response; activation, % at 13.2 µM; hit rate 0.46% among 350,000; AID 588473;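 active = activation of at least 50%, plus an integration ratio under a set limit after plate pattern correction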;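 also: plate controls were neutral control wells without compound for no effect and CRF at EC100 for full effect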
CRFR2-BP antag: CRF-BP/CRF-R2 complex antagonism; HEK293 CRF-R2/CRF-BP, CRF-induced calcium fluorescence; inhibition, % at 11.8 µM; hit rate 0.59% among 350,000;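 active = inhibition of the ligand-induced calcium signal above about 50% at the single tested concentration, limit read from the data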
M5 ag: agonists of human muscarinic M5 receptor (CHRM5); AID 624037; activation, % at 3 µM; CHO-K1 hM5 cells, Fluo-8 calcium fluorescence; 0% DMSO wells, 100% maximal acetylcholine response; hit rate 0.19% among 360,000; P08912;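 active = activation above the run's mean over test compounds plus 3 SD, cut at about 23% in these data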;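 also: signal is peak over basal fluorescence ratio across the kinetic read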
M4 ag: agonists of human muscarinic M4 receptor (CHRM4) | P08173 | CHO-K1 hM4/Gqi5, Fluo-8 calcium fluorescence; vehicle 0%, full acetylcholine response 100% | activation, % at 3 µM | hit rate 0.14% among 360,000 | AID 624127;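 active = activation above the run mean over all test wells plus 3 SD, cut at about 32% in these data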;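 also: peak over basal fluorescence ratio per well then scaled between controls; 0% = DMSO wells and 100% = acetylcholine at EC100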
CHRM4 PAM: CHRM4 positive allosteric modulation; hit rate 0.4% among 360,000; P08173; activation, % at 3 µM; CHO-K1 hM4/Gqi5, Fluo-8 calcium fluorescence, ACh EC20; 0% = ACh EC20, 100% = maximal ACh;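 active = activation above its plate's cutoff, the mean activation of sample wells plus 3 SD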; also: some results filed as inactive read as strong as hits
IDE cell inh: inhibits human insulin-degrading enzyme in HEK cells; P14735; FAbetaB cleavage, fluorescence polarization; AID 434962; inhibition, % at 5.59 µM; hit rate 0.41% among 320,000;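 active = percent inhibition above the average of all tested compounds plus 3 SD, set per screening campaign, cut at about 16% in these data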;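 also: IDE supplied by intact live HEK cells; FP after avidin binding of uncleaved biotin substrate so inhibition keeps polarization high; 0% = DMSO wells and 100% = 60 µM reference IDE inhibitor Ii1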
* = called active by the depositor; . = no result given.

SMILES	M5 PAM	CHRM5 antagonist	CHRM4 antagonist	CRFR2-BP ag	CRFR2-BP antag	M5 ag	M4 ag	CHRM4 PAM	IDE cell inh
COc1ccc(OC)c(CN2CCN(C(=O)CCC(=O)c3cccs3)CC2)c1	1.1	-0.3	-0.5	-1.8	-2.1	-2.5	0.4	-1.1	1.1
CC1(C(=O)NS(=O)(=O)c2ccc(C#N)cc2)CCN1C(=O)c1ccc(C2CCCCC2)cc1 (configuration not stated)	0.1	-6.9	-1.8	.	.	-0.4	1.0	-0.3	.
Cn1c(NC(=O)C2CCCC2)cc(=O)n(C)c1=O	3.0	-3.1	-7.0	-0.1	-10.8	0.7	0.3	5.8	3.2
C[C@@H]1O[C@@H]1P(=O)(O)O	-2.1	2.4	-7.8	-1.4	7.3	0.1	0.2	10.8	2.3
COc1ccccc1N(C)S(=O)(=O)c1ccc(C(=O)NCC(C)C)cc1	-11.5	9.1	-3.0	-0.5	4.2	-1.6	6.7	-3.1	-7.5
CCC(CC)NC(=O)c1cc([N+](=O)[O-])ccc1N1CCOCC1	10.5	-9.5	-3.6	-2.0	-15.4	3.4	-0.1	8.0	9.9
COc1ccc(CC(=O)NCc2ccccc2)cc1OC	-0.7	14.4	2.5	0.5	2.6	4.1	-0.3	0.3	.
CCCc1nc2ccc(Cl)cn2c1Cc1ccc(C)cc1	1.1	7.7	-3.2	.	.	-3.6	-1.8	1.2	.
CC(=C/c1ccco1)/C=N/N1CCN(c2ccccc2)CC1	0.8	-7.0	-5.5	-0.6	20.0	-4.6	-0.8	3.2	5.4
COc1ccc(-c2cc(=O)oc3cc(OCC(=O)NCc4ccccn4)ccc23)cc1	-2.4	6.3	1.3	-0.4	-16.6	1.4	1.8	1.4	-6.0
CC1CCCCN1C(=O)CCNS(=O)(=O)c1ccc2c(c1)c(=O)n(C)c(=O)n2C (configuration not stated)	-1.4	7.0	4.4	-2.3	1.5	-0.3	1.3	1.4	-1.8
CCCOc1ncnc2c1[nH]c1ccc(OC)cc12	2.3	2.9	-6.3	-5.4	-18.2	-2.1	3.1	1.5	14.7
OCCn1cnc2c(SCc3ccccc3)ncnc21	-0.9	12.0	-1.2	-3.8	7.4	2.0	1.3	0.5	.
CCOc1cc(CNCCc2ccc(S(N)(=O)=O)cc2)ccc1OCC(=O)NC(C)(C)C	-3.8	-0.4	-6.2	1.0	9.3	-3.5	1.4	0.6	1.1
COc1ccc2[nH]cc(CCNC(=O)C3CCCCC3)c2c1	7.8	-3.0	2.5	0.8	1.1	0.4	1.9	-0.5	2.8
CC(=O)Nn1cnc2c(c1=O)C1(CCCCC1)Cc1ccccc1-2	3.4	-1.3	0.6	-1.5	-3.2	-3.4	1.9	-2.3	8.6
COc1ccc(S(=O)(=O)N2CCC(C(=O)N[C@H](C(=O)NCc3ccccc3)C(C)C)CC2)cc1	-10.5	7.6	-4.8	-2.3	8.2	0.2	-0.4	-1.1	.
COc1ccc(S(=O)(=O)N2CCCCC2)cc1NC(=O)C1CSC2(C)CCC(=O)N12 (configuration not stated)	0.3	-0.7	-5.8	-0.6	-1.3	-4.0	0.7	12.5	1.7
O=C(Nc1nc2c(F)c(F)c(F)cc2s1)c1ccco1	2.5	-4.2	4.6	1.4	3.8	1.0	0.4	-0.4	3.5
Cn1ncc(Cl)c1C(=O)N1CCN(c2ncccn2)CC1	1.9	-3.0	-3.5	-1.0	23.3	1.8	0.7	2.8	3.3
COCCCN=Cc1c(-c2ccccc2)[nH]n(-c2nc3ccccc3s2)c1=O	-11.4	2.1	4.2	-0.2	-0.3	-0.9	7.5	-16.0	-2.3
Cc1nnc(NC(=O)CSc2n[nH]c(-c3ccccc3C)n2)s1	3.4	4.5	0.3	-1.1	11.2	3.7	0.8	3.2	-0.5
Cn1c(/N=C/c2ccccc2[N+](=O)[O-])nc2ccccc21	3.5	-12.1	-6.2	-1.5	-19.9	-4.2	0.4	3.1	-5.2
O=C(N1CCN(c2ccccc2F)CC1)C12CC3CC(CC(C3)C1)C2	1.9	-3.8	-0.6	1.8	-129.6	1.8	0.8	5.5	0.8
CCCC(=O)NCCCc1nc2ccccc2n1C	0.3	-5.4	-31.5	-2.2	-5.8	-1.0	0.4	5.5	-1.6
Cc1cc(N(C)C)c(C#N)c(N2CCCCC2)n1	3.3	4.3	-5.2	0.4	12.8	-10.9	-0.9	0.8	1.8
CCOc1ccc(/C(C)=N/NC(=O)C(OC)c2ccccc2)cc1 (configuration not stated)	-3.6	6.8	2.7	-3.4	-0.7	4.7	1.0	-1.4	0.4
CC(C)CCNC(=O)C1CCC(CNc2c(N3CCC(C)CC3)c(=O)c2=O)CC1 (configuration not stated)	7.3	13.4	15.4	-1.3	32.4	-1.0	0.1	10.7	-4.2
CCOc1ccc(Cn2c(=O)oc3ccc(C)cc32)cc1OC	-12.0	3.0	4.7	-0.2	-3.2	4.2	5.7	3.9	3.2
CC1CCCN(C(=O)C2(NC(=O)Nc3cccc(F)c3)CCCCC2)C1 (configuration not stated)	2.5	1.1	-0.1	-3.3	14.4	2.5	1.4	-2.5	-2.8
CC1=C(C(=O)OC(C)C)C(c2ccc(C)o2)NC(=O)N1 (configuration not stated)	6.3	-7.2	-3.5	-2.0	6.2	1.2	0.4	11.3	7.8
CCOC(=O)c1[nH]c(C)c(C(=O)N(C)C)c1C	-1.2	2.4	2.5	-0.5	-14.2	-3.4	-0.1	-2.8	-4.7
COc1cccc(CN(C)C(=O)CCN=C2NS(=O)(=O)c3ccccc32)c1	-6.3	12.3	1.7	0.1	1.3	0.3	2.2	7.0	6.5
CC12CCC(C(=O)Nc3ccccc3Br)(C/C1=N\O)C2(C)C (configuration not stated)	2.7	2.1	7.2	1.7	24.0	-1.1	0.2	12.4	5.1
Cc1ccc(C)n1-c1ccc(C(=O)/C=C/N(C)C)cc1	6.0	3.0	-4.9	-2.6	7.7	1.4	0.8	1.8	2.5
O=C(C[C@H]1C/C=C\CC[C@@H](Cc2ccc(F)cc2)C(=O)O[C@H](c2ccccc2)CNC1=O)N[C@H](CO)Cc1ccccc1	-2.3	-4.6	-8.9	-1.1	-3.2	2.4	8.8	-2.5	0.9
N#Cc1c(C(F)(F)F)cc(-c2cccs2)nc1SCc1cccnc1	3.2	3.0	2.0	-1.0	5.7	2.8	2.6	8.8	1.2
Cc1cccc2cc(CN(CCc3ccccc3)C(=O)N3CCOCC3)c3nnnn3c12	-4.6	-0.7	1.3	-0.3	-12.5	-0.4	0.5	0.1	-1.3
c1ccc(C(Cc2nc(-c3cccnc3)no2)c2ccccc2)cc1	-5.6	-3.6	6.6	0.7	-6.3	-1.8	0.8	-2.9	2.6
O=C(c1ccccc1Cl)N(C(=O)c1ccccc1Cl)c1nccc(-c2cccs2)n1	-4.5	6.0	-13.6	2.7	7.2	-1.8	0.4	5.8	6.5
Cc1cc(C)c2c(C)nn(C3CCCCC3)c2n1	-5.3	6.2	-2.0	1.2	-8.0	0.1	-0.5	9.0	7.0
CCOC(=O)c1ccc(NS(C)(=O)=O)cc1	-6.6	-1.2	2.6	-1.2	-3.0	0.1	0.6	6.9	4.7
O=[N+]([O-])/C=C/c1ccc2c(ccn2Cc2ccccc2)c1	10.9	18.9	51.0*	3.3	7.8	1.2	2.3	-16.1	0.8
O=C(NCCCn1ccnc1)c1ccc(NS(=O)(=O)c2cccc([N+](=O)[O-])c2)cc1	-0.1	5.5	4.7	0.8	-0.1	-2.6	1.5	-2.3	0.3
CSCCC(NS(=O)(=O)c1ccccc1F)C(=O)NCC(c1ccc(F)cc1)N1CCOCC1 (configuration not stated)	1.1	1.4	-8.2	1.3	-12.2	-2.0	0.3	-2.8	-1.2
COCCNC(=O)C1(C)CCCN(C(=O)c2ccc(C#N)cc2)C1 (configuration not stated)	2.2	0.8	-2.6	.	.	1.5	0.3	4.0	.
COc1ccc(-c2ccc3oc(-c4ccc(OC)cc4)c(-c4ccc(OC)cc4)c3c2)cc1	1.5	2.6	1.1	3.8	3.4	-0.6	0.2	4.0	2.8
COc1cc2nc(-c3ccccc3C)oc(=O)c2cc1OC	5.2	-14.4	-16.1	1.0	4.7	0.9	1.6	3.0	2.2
Cc1ccc2c(C)cc(=S)[nH]c2c1	5.1	-2.7	-9.9	-0.6	6.3	-1.8	2.1	12.4	.
CS(=O)(=O)N1CCc2cc(-c3csc(NC(=O)C(c4ccccc4)c4ccccc4)n3)ccc21	0.2	3.0	5.0	-0.3	5.9	-0.8	2.6	4.0	-0.2
CCOC(=O)CNC(=O)CCCCCC(=O)NCC(=O)OCC	1.2	6.4	-10.2	1.9	-11.2	-5.0	0.2	-9.1	0.0
COc1ccc(NC(=O)CSc2nnc(Cc3cccn3C)n2-c2ccc(C)cc2)cc1OC	5.0	-6.6	4.7	0.2	-8.2	4.5	-2.4	0.3	-0.4
Cc1c(O)ccc2c(CN3CCN(CCO)CC3)cc(=O)oc12	-1.4	4.3	4.2	-0.5	8.5	-1.5	0.5	-4.7	5.9
CCN(CC1CCCO1)C(=O)c1cc(COc2ccccc2SC)on1 (configuration not stated)	-4.7	16.7	0.0	0.5	-7.3	-4.6	4.5	-1.5	3.2
COc1ccccc1NC(=O)Nc1ccnn1C1CCCCC1	1.6	-6.5	-3.1	-0.9	-18.8	4.5	3.6	11.5	1.9
CN(C1=NC(=O)C(CC(=O)Nc2ccc(Br)cc2)S1)c1ccc(O)cc1 (configuration not stated)	-0.2	7.6	-0.4	0.6	-16.0	2.1	2.6	1.9	6.2
Cc1noc(C)c1S(=O)(=O)N1CCCC1C(=O)O (configuration not stated)	5.2	-2.5	-8.9	-0.8	4.0	-0.2	0.9	-0.2	1.6
CC(=O)Oc1ccc(C2(C)CC(C)(C)NC(=S)N2C)c(OC(C)=O)c1 (configuration not stated)	0.1	-6.7	-12.6	1.7	-17.8	-2.5	0.7	2.6	0.2
CC1CCN(C(=O)c2[nH]cnc2C(=O)N[C@@H](C)c2ccccc2)CC1	-5.6	-6.3	-7.0	-1.0	-4.3	6.8	2.8	0.0	3.5
COC(=O)C(C)Oc1ccc2c(-c3cccc([N+](=O)[O-])c3)cc(=O)oc2c1 (configuration not stated)	1.4	2.7	9.4	-3.4	44.9	-1.5	1.1	7.5	1.2
Cc1cccc(C)c1OCC(O)Cn1c2ccccc2c2ccccc21 (configuration not stated)	-7.1	3.9	-1.7	4.2	-58.3	1.9	-0.7	-7.3	5.0
